From PubChem
TDP2 inh – human TDP2 enzyme inhibitors, primary screen, biochemical, epi absorbance, recombinant enzyme | T5PNP hydrolysis, p-nitrophenol absorbance 415 nm | 370,000 compounds, 0.34% hits | inhibition, % at 12.8 µM | AID 720702, 2013 | Tyrosyl-DNA phosphodiesterase 2 (Homo sapiens), O95551;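 active = inhibition above the mean of all tested compounds plus 3 SD, set per campaign, cut at about 25% in these data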;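 note: 0% = DMSO with enzyme and 100% = buffer with substrate but no TDP2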
Target sequence (O95551 whole entry, looked up): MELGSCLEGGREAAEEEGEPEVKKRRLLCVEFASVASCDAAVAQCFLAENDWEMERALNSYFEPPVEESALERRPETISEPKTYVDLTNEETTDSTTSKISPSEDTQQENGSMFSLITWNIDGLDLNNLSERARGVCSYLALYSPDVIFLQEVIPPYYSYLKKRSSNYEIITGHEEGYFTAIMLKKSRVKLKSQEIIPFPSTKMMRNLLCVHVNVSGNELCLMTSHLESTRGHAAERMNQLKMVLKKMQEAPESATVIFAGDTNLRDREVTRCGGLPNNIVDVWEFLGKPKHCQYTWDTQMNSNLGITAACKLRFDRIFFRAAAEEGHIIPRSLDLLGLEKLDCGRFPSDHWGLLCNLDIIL
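Assay system: Recombinant human TDP2 | Quantity: 120 nM TDP2 per well | Incubation: 2 h at 37 °C | Signal: Epi absorbance | Evaluation: Percent inhibition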
Tn7 DDE FP – inhibitors of Tn7 peptide binding to fibrin DD(E), primary screen, biochemical, fluorescence polarization, human fibrin, Tn7 probe | FP displacement of FITC-Tn7 peptide from fibrin DD(E); 0% = median of compound wells per plate | 370,000 compounds, 0.13% hits | inhibition, % at 8.3 µM;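 active = inhibition above the mean of compounds falling within the control limits plus 3 SD of them, cut at about 14% in these data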;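 note: 0% = plate median of compound wells and 100% = 10 µM Aha-Tn7 peptide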
Target sequence (P02675 whole entry, looked up): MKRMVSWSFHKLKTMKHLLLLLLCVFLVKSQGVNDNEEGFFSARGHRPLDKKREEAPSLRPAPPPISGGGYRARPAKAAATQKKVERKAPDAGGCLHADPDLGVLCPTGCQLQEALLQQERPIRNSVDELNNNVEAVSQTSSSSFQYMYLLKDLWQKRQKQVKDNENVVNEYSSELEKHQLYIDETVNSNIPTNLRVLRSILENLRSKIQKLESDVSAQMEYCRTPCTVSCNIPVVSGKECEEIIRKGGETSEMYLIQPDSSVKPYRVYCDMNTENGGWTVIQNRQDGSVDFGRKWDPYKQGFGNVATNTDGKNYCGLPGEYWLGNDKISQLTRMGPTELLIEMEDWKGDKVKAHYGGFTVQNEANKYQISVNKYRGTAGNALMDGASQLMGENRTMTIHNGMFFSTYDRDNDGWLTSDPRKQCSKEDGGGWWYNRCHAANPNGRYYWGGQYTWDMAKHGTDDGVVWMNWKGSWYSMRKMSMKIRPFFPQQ
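Test system: human clot-derived fibrin DD(E) complex / Quantity: 2 µM final DD(E) protein / Incubation: 10 min plus 3 h, room temperature / Measured by: fluorescence polarization / Benchmarks: high control of 10 µM Aha-Tn7 peptide / Replicates: singlicate testing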
DDE Tn6 FP inh – inhibitors of Tn6 peptide binding to fibrin DD(E), primary screen, biochemical, fluorescence polarization, human fibrin, Tn6 probe. Fibrin DD(E) TRITC-Tn6 fluorescence polarization displacement. inhibition, % at 8.3 µM. 370,000 compounds, 0.21% hits;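 active = inhibition above a per-campaign cutoff: mean of compounds within control limits plus 3 SD, cut at about 15% in these data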;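 note: 0% = median of all compound wells on the plate and 100% = blocking peptide control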
ARFGAP1 inh – inhibitors of rat ARFGAP1 GAP activity, primary screen, biochemical, fluorescence polarization, GDP tracer; ADP-ribosylation factor GTPase-activating protein 1 (Rattus norvegicus), Q62848; inhibition, % at 16.5 µM; 360,000 compounds, 0.26% hits; Arfgap1-stimulated ARF1 GTP hydrolysis, GDP FP detection;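 active = inhibition above a per-plate limit, mean inhibition of low control wells plus 3 SD, cut at about 25% in these data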;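 note: 0% = DMSO wells with enzyme and 100% = wells lacking Arfgap1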
Target sequence (Q62848 1-136 limits assumed): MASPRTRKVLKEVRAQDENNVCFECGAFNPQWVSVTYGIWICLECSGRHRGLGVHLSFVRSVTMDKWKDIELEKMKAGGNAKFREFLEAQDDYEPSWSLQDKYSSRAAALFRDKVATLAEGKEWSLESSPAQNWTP
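Replicates: Single well per compound | Assay system: Truncated rat Arfgap1 GAP domain | Control set: No-Arfgap1 wells (100%) versus DMSO full-reaction wells (0%) | Times: Enzyme reaction 120 min at 25 °C after 20 min preincubation | Reagent: Human ARF1(Δ1-17)-GTP substrate | Measured by: Tracer-displacement fluorescence polarization with EDTA stop, 620/688 nm | Measure: Percent inhibition of Arfgap1-stimulated GTP hydrolysis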
ADAM17 inh – ADAM17 inhibitors, primary screen, biochemical, QFRET; inhibition, % at 6.95 µM; recombinant ADAM17, EDANS/DABCYL FRET peptide cleavage; 370,000 compounds, 0.83% hits; Disintegrin and metalloproteinase domain-containing protein 17 (Homo sapiens), P78536;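 active = inhibition above the mean of compounds lying between control limits plus 3 SD, set per campaign, cut at about 8.5% in these data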;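 note: 0% = DMSO-only wells as the low control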
PLC-gamma1 inh – PLC-gamma1 enzyme inhibitors, primary screen, biochemical, fluorescence, purified enzyme; 370,000 compounds, 0.84% hits; inhibition, % at 12.2 µM; fluorogenic substrate; AID 720700, 2013; in the data active = inhibition above about 9.5%
ADAM10 inh – human ADAM10 inhibitors, primary screen, biochemical, QFRET, HTS; Disintegrin and metalloproteinase domain-containing protein 10 (Homo sapiens), O14672; recombinant ADAM10, EDANS/DABCYL FRET peptide cleavage, 3 h; inhibition, % at 7 µM; 370,000 compounds, 0.62% hits;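 active = inhibition above a per-campaign cutoff equal to the mean of compounds falling between control-based bounds plus 3 SD, cut at about 20% in these data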;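 note: 0% = DMSO wells while the 100% control is not disclosed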
ASAP1 inh – inhibitors of human ASAP1 ArfGAP activity, primary screen, biochemical, fluorescence polarization; ASAP1-stimulated ARF1 GTP hydrolysis, GDP FP detection; Arf-GAP with SH3 domain, ANK repeat and PH domain-containing protein 1 (Homo sapiens), …; 360,000 compounds, 0.19% hits; inhibition, % at 16.5 µM; in the data active = inhibition above about 25%;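 note: 0% = vehicle with enzyme and substrate and 100% = no enzyme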
PLCb3 inh – human PLC-beta3 inhibitors, primary screen, biochemical, fluorescence; AID 720704, 2013; 370,000 compounds, 0.18% hits; 1-phosphatidylinositol 4,5-bisphosphate phosphodiesterase beta-3 (Homo sapiens), Q01970; Purified PLC-beta3, fluorogenic substrate; inhibition, % at 12.2 µM; in the data active = inhibition above about 11%;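 note: 0% = median of compound wells on plate and 100% = full blocker control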
SIAE inh – human SIAE inhibitors, primary screen, biochemical, fluorescence polarization, FP-Rh probe, 1536-well HTS; Sialate O-acetylesterase (Homo sapiens), Q9HAT2; SIAE FP-Rh probe binding; inhibition, % at 9.66 µM; AID 1053197, 2014; 370,000 compounds, 0.69% hits;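 active = inhibition above a cutoff: mean of compounds within the control limits plus 3 SD of those, cut at about 17% in these data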;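 note: 0% = plate median of compound wells and 100% = probe without SIAE protein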
* = called active by the depositor; x = not tested or not shown.

TDP2 inh	Tn7 DDE FP	DDE Tn6 FP inh	ARFGAP1 inh	ADAM17 inh	PLC-gamma1 inh	ADAM10 inh	ASAP1 inh	PLCb3 inh	SIAE inh	SMILES
-4	-1	0	-19	-20	0	-7	1	-8	-1	Cn1nc(C(=O)OCC(=O)NCCc2ccccc2)c2ccccc2c1=O
-3	-2	-7	10	3	3	2	3	-7	-1	O=c1c(Cc2ccc(Cl)cc2Cl)c(O)ccn1CCCN1CCOCC1
-1	1	5	-7	-9	-3	-27	16	-4	1	Cc1nc2ccccc2nc1SCC(=O)N1CCC(C)CC1
4	-5	3	0	0	4	4	-25	0	-1	c1ccc(C2CC3CC(c4ccccc4)N2O3)cc1 (stereo not drawn)
-7	6	0	-1	1	3	3	-4	5	11	CCCCc1nc2cc(C(=O)NC(C)c3cnn(C)c3)ccc2o1 (stereo not drawn)
-27	-3	-4	8	7	7	7	12	5	-8	CC(C)Nc1nc(NC(C)C)nc(NS(=O)(=O)c2ccc(N)cc2)n1
0	-2	0	10	0	-3	-1	6	-2	-5	O=C(c1ccc(-n2cncn2)c([N+](=O)[O-])c1)N1CCN(S(=O)(=O)c2ccccc2Br)CC1
6	-8	1	-2	-9	-57	-22	-8	-76	-60	N=C1/C(=C\c2ccc(SCc3ccco3)o2)C(=O)N=C2SC=NN12
7	-12	-1	-2	3	8	6	-1	4	4	FC(F)(F)c1nnc(-c2ccccc2)nc1Oc1ccc(Cl)cc1Cl
9	-4	-1	4	1	3	3	-3	4	7	C[C@@H]1COC(=O)[C@H](Cc2ccc(F)cc2)C/C=C\C[C@@H](CC(=O)N[C@H](CO)Cc2ccccc2)C(=O)N1
4	7	-1	-9	-3	0	-5	-7	-3	3	CN(Cc1ccccc1)C(c1cc2ccccc2o1)c1nnnn1C(C)(C)C (stereo not drawn)
6	7	-8	-8	1	1	8	1	-5	-2	CCn1c(C)cc(O)cc1=O
9	10	1	-1	-3	0	0	8	1	1	CC(=O)CC(=O)Nc1ccccc1NC(C)=O
-8	-5	-5	12	1	2	12	-7	5	12	COc1ccc(N2C(=O)CSCC2=O)cc1OC
-7	0	3	14	-2	-2	10	-6	0	0	CCOC1OC(=O)C(Cl)=C1Nc1ccc(C)cc1 (stereo not drawn)
21	-3	3	-3	-3	0	0	-6	-3	-4	Cc1nc(CNS(=O)(=O)c2cc([N+](=O)[O-])ccc2C)cs1
1	0	0	10	-3	0	-3	4	-4	-1	O=C(COC(=O)c1cc[n+]([O-])cc1)NCCc1ccc(Cl)cc1Cl
5	-4	-7	-5	-1	2	-12	-1	-1	1	CN1CCN(c2ncnc3c2ncn3[C@H]2CN(Cc3cccs3)C[C@@H](CO)O2)CC1
-7	5	5	10	-1	0	-6	-11	-1	2	COc1ccc(CN2CCN(CCC(C)C)C(CCO)C2)cc1Cn1cncn1 (stereo not drawn)
-6	5	10	-8	1	-2	-16	-13	-5	-2	COC(=O)c1cn(NC(=O)C2CCCO2)c(=O)c2ccccc12 (stereo not drawn)
-8	-8	-3	7	2	3	-1	-2	-3	1	OC(CNCCC(c1ccccc1)c1ccccc1)COc1ccccc1 (stereo not drawn)
-7	6	15	9	-1	1	-2	-3	-3	-9	O=C(CCn1c(=O)[nH]c2ccccc2c1=O)NCCSCc1ccccc1
-1	3	10	-6	-51	-23	-139	-2	-31	12	COC(=O)c1ccccc1NC(=O)N1CCCC1
0	-2	0	-15	-12	-5	-29	8	-13	-17	NS(=O)(=O)c1ccc(CNC(=O)c2cc(-c3ccccc3)nc3ccccc23)cc1
-11	-6	4	-8	-19	-36	-73	1	-39	5	C=CCNc1nc(-c2c(C)nc3ncccn23)cs1
0	5	5	x	1	-3	-2	x	-2	-3	O=C(C1CCCN1S(=O)(=O)c1ccc(Br)s1)N1CCc2ccccc2C1 (stereo not drawn)
-14	-7	-8	-6	2	-17	-12	7	-13	6	COc1cccc(C(c2c(NC(=O)c3ccccc3)sc(C)c2C)N2CCN(C)CC2)c1 (stereo not drawn)
-3	1	4	12	-84	-114	-254	8	-156	-5	CCN(CCCNC(=O)c1cc2c(-c3cccc(OC)c3)nn(C)c2s1)Cc1ccccc1
4	7	-10	5	-46	-67	-172	2	-88	-5	c1cncc(-c2nc3c(ccc4ccccc43)[nH]2)c1
-3	-7	1	17	-29	-46	-69	-9	-67	3	COc1ccc(-c2cc3ccccc3nc2N)cc1OC

Whole records, quoted from the list. Screens in order: TDP2 inh	Tn7 DDE FP	DDE Tn6 FP inh	ARFGAP1 inh	ADAM17 inh	PLC-gamma1 inh	ADAM10 inh	ASAP1 inh	PLCb3 inh	SIAE inh
CN(Cc1ccccc1)C(c1cc2ccccc2o1)c1nnnn1C(C)(C)C (stereo not drawn) is listed with 4	7	-1	-9	-3	0	-5	-7	-3	3
COc1ccc(N2C(=O)CSCC2=O)cc1OC is listed with -8	-5	-5	12	1	2	12	-7	5	12

The list goes on:
TDP2 inh	Tn7 DDE FP	DDE Tn6 FP inh	ARFGAP1 inh	ADAM17 inh	PLC-gamma1 inh	ADAM10 inh	ASAP1 inh	PLCb3 inh	SIAE inh	SMILES
4	3	-3	35*	-2	6	0	0	3	-3	Cc1ccc(OCC(O)CN2C(=O)NC(C)(C)C2=O)cc1 (stereo not drawn)
-2	6	1	-4	-5	1	-20	-3	-4	6	CC1Cc2nc(SCC(=O)N3CCN(c4ccccc4)CC3)n(C)c(=O)c2S1 (stereo not drawn)
-2	5	-3	-10	-1	-4	-6	-11	0	0	CC(=O)C1C(c2ccc(Br)cc2)C2C(C)=NN=C2CC1(C)O (stereo not drawn)
17	-2	1	13	-7	-1	-3	3	0	2	O=C(c1ccccc1)c1ccc(OCCCCN2CCCCC2)cc1
-8	-2	-12	5	3	0	20	15	-1	-2	COc1ccc(C(C)=O)cc1CSc1nnc(Nc2ccc(C)cc2)s1
1	-1	4	6	-3	-1	-1	-6	2	3	O=C(Nc1ccc2c(c1)OCO2)C1Cc2c(-c3ccncc3)ccnc2O1 (stereo not drawn)
-7	8	-9	-8	3	-5	-2	-2	-6	2	CCOC(=O)c1ccc(NC(=S)NNC(=O)C2(C)CC2(Cl)Cl)cc1 (stereo not drawn)
6	0	2	5	-1	-5	-3	7	-5	6	COc1ccc(NS(=O)(=O)c2cc([N+](=O)[O-])ccc2N/N=C\c2c(C)[nH]c3ccccc23)cc1
6	-4	-6	24	-3	1	-5	0	-2	-2	COc1ccc(OC)c(NC(=O)C2CC(=O)N(CCc3ccccc3)C2)c1 (stereo not drawn)
7	7	-5	2	-3	0	2	-2	-1	-3	Cc1ccc2c(c1)N(CC(=O)NC1CCCCC1C)C(=O)CO2 (stereo not drawn)
-9	5	0	7	-19	-16	-74	3	-31	-2	COc1ccc(C(=O)CC(=O)c2ccc(C)cc2)c(O)c1
2	0	1	10	-1	0	3	-5	3	11	COc1ccc(N2CCN(CC(=O)Nc3cc(C)on3)CC2)cc1
4	0	1	x	0	4	3	x	3	1	CCNc1nc(N)c([N+](=O)[O-])c(Nc2cccc(Cl)c2)n1
-11	0	-9	-7	-4	0	5	3	0	-4	Cc1ccc(CN2CCC(Oc3cccc(C(=O)NCc4cccnc4)c3)CC2)o1
-2	-5	9	-13	-4	-1	-4	-12	-2	11	CCOC(=O)Cn1nnnc1CN(Cc1ccccc1)Cc1cc2cc(CC)ccc2[nH]c1=O

Next section (three carried over from the part before).
TDP2 inh	Tn7 DDE FP	DDE Tn6 FP inh	ARFGAP1 inh	ADAM17 inh	PLC-gamma1 inh	ADAM10 inh	ASAP1 inh	PLCb3 inh	SIAE inh	SMILES
4	0	1	x	0	4	3	x	3	1	CCNc1nc(N)c([N+](=O)[O-])c(Nc2cccc(Cl)c2)n1
-11	0	-9	-7	-4	0	5	3	0	-4	Cc1ccc(CN2CCC(Oc3cccc(C(=O)NCc4cccnc4)c3)CC2)o1
-2	-5	9	-13	-4	-1	-4	-12	-2	11	CCOC(=O)Cn1nnnc1CN(Cc1ccccc1)Cc1cc2cc(CC)ccc2[nH]c1=O
-3	1	-2	-8	-2	1	-3	6	-6	-1	O=C(c1ccc(C(F)(F)F)cc1)C1CCCN(C(=O)CN2C(=O)CSC2=O)C1 (stereo not drawn)
5	-9	-1	-14	-4	1	10	1	2	2	Cc1ccc2c(c1)sc1nc(=O)n(-c3ccccc3)c(=O)n12
-6	0	-4	10	0	2	2	6	0	-1	O=C1CCC(C(=O)OCc2nnc(-c3ccc(Br)cc3)o2)=NN1
-4	0	9	-3	-3	-35	-31	-3	-51	0	COC(=O)c1cc2cc(OC)ccc2n1C
-6	-7	-8	13	-10	-4	-31	5	-6	-11	CCN(CC)C(=O)CSc1ncnc2sc(-c3ccccc3)cc12
0	9	-1	10	-4	-2	4	-17	-4	-1	CCC(C)[C@H](NC(=O)N1CCC(C)CC1)C(=O)OC (stereo partly drawn)
-3	5	-9	10	2	4	-15	2	-3	-10	Cc1ccc(S(=O)(=O)Nc2ccc3cn[nH]c3c2)cc1C
5	0	2	-1	3	0	-6	-1	-2	2	CCCc1cc(C(=O)Nc2ccccc2C(=O)OC)no1
-21	5	10	-4	5	-13	11	-4	-19	1	O=C(Cc1ccccc1)Nc1cc(C(=O)c2ccccc2)ccc1N1CCOCC1
-4	3	-1	12	-1	-3	4	-5	-4	3	COc1cc(Cl)c(C)cc1NC(=O)c1ccc(S(C)(=O)=O)cc1
-2	-2	-4	-17	-1	-2	-8	-2	0	5	Cc1ccc(-c2cc(=O)[nH][nH]2)c(C)c1
-3	-5	0	8	-1	3	9	6	4	-4	Cc1ccc(NC(=O)CN(C)S(=O)(=O)c2cccc3nsnc23)cc1C
-2	1	3	-10	1	2	1	-8	0	4	C=CCC(COCc1ccccc1)NS(=O)(=O)c1ccccc1Br (stereo not drawn)
10	9	5	10	-4	2	-5	11	-1	0	O=C(Nc1cccc2ccccc12)c1csc([C@@H]2C[C@H](O)[C@@H](CO)O2)n1
2	-3	0	-8	4	0	0	-3	3	3	CC(C)C(NS(=O)(=O)c1ccc(Br)s1)C(=O)O (stereo not drawn)
